WT yeast gro inh = growth inhibition of WT yeast, mitochondrial fusion screen. inhibition, % at 10 µM. hit rate 2.1% among 190,000. mitochondrial fusion phenotypic screen, WT strain; in the data active = inhibition above about 58%; tested in S. cerevisiae
P. falciparum M1AAP = P. falciparum M1AAP inhibitors, biochemical, fluorogenic H-Leu-NHMec substrate, 1536-well (AID 1445) | recombinant M1AAP, H-Leu-NHMec fluorogenic kinetic assay; higher % means a stronger effect | inhibition, % at 30 µM, or IC50 in µM where a hit was titrated | hit rate 0.42% among 220,000;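 active = primary inhibition above the hit cutoff, then over 50% inhibition at one or more dose response concentrations, cut at about 23% in these data, passing the limit was not always enough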;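 note: plate controls were DMSO full reaction for no effect and no enzyme background for full effect; strong numbers were not always called active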
P. falciparum M17LAP = P. falciparum M17LAP inhibitors, primary screen, biochemical, fluorogenic H-Leu-NHMec substrate, 1536-well (AID 1619). recombinant M17LAP, H-Leu-NHMec fluorogenic kinetic assay; higher % means a stronger effect. inhibition, % at 30 µM; hits with a dose series show IC50 in µM. hit rate 0.38% among 220,000;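 active = compound inhibiting the enzyme by more than half at any dose during confirmatory dose-response retesting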;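 note: plate controls were full reaction with DMSO carrier for no effect and no enzyme background for full effect; strong numbers were not always called active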
TNAP activation fold = human TNAP enzyme activators, primary screen, biochemical, luminescent, no phosphate acceptor, uHTS (AID 1001); purified TNAP, luminescent activation assay, no phosphate acceptor; higher activation fold means a stronger effect; one-dose activation fold at 20 µM; EC50 in µM for titrated hits; hit rate 0.03% among 200,000; in the data active = activation fold from about 3, or a potency from the dose series; inactive = the rest, 99 in 100 with activation fold below about 1.6; note: many of its hits are not listed in these tables
human PMI inhibitors = human PMI inhibitors, high substrate, primary screen, biochemical, fluorescence intensity, high mannose 6-phosphate (AID 1220); hit rate 0.66% among 190,000; recombinant PMI enzyme, coupled fluorescence intensity; higher % means a stronger effect; one-dose inhibition, % at 20 µM; IC50 in µM for titrated hits
human PMI inhibition = inhibitors of human PMI, primary screen, biochemical, fluorescence intensity, coupled assay (AID 1209); inhibition, % at 20 µM; hits with a dose series show IC50 in µM; hit rate 0.42% among 190,000; purified PMI enzyme, coupled fluorescence intensity; higher % means a stronger effect;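 note: plate controls were DMSO vehicle for no effect and wells lacking substrate for full effect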
Yfh1-off respiration = enhancers of respiration in Yfh1-depleted yeast, dose response, Friedreich's ataxia, plus single-dose screen (AID 1465). S. cerevisiae Yfh1-off respiration, WST-1 reduction, 72 h; higher fold induction means a stronger effect. fold induction at 50 µM; hits with a dose series show EC50 in µM. hit rate 0.074% among 220,000;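 active = fold induction of absorbance versus untreated yeast above a set limit, then at least 30% activation at any dose in follow-up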;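 note: activators that raise dye reduction in frataxin-depleted yeast; strong numbers were not always called active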
LYP inhibition = inhibitors of LYP phosphatase, biochemical, fluorescence intensity, uHTS (AID 1779); recombinant LYP phosphatase, fluorescence intensity; higher % means a stronger effect; one-dose inhibition, % at 11.5 µM; IC50 in µM for titrated hits; hit rate 0.054% among 290,000;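 note: plate controls were vehicle with enzyme for no effect and no enzyme for full effect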
XIAP antagonists = XIAP antagonists, biochemical, IAP family, fluorescence polarization (AID 1018); XIAP BIR domain, fluorescence polarization peptide displacement; higher % means a stronger effect; displacement, % at 20 µM; hits with a dose series show IC50 in µM; hit rate 0.007% among 200,000; in the data active = displacement above about 50%; note: a part of the inactive calls stands beside numbers as strong as those of hits
WT yeast gro inh mutant strain = recorded beside WT yeast gro inh, whose call it bears; inhibition, %; mitochondrial fusion phenotypic screen, mutant strain inhibition
Starred values were filed as active, the others as inactive. Cut-off read from the data, not from the text of the source, unless noted: active = inhibition above about 50%; inactive = the rest.

Screening CCn1c(SCc2ccc(C(=O)Nc3nccs3)cc2)nnc1-c1ccc(NC(C)=O)cc1 returned WT yeast gro inh -5, P. falciparum M1AAP 7%, P. falciparum M17LAP 5%, TNAP activation fold 1.1, human PMI inhibitors 2%, human PMI inhibition 4%, Yfh1-off respiration inactive, LYP inhibition 3%, XIAP antagonists -19% and WT yeast gro inh mutant strain -4.
Screening OC1(c2cn(Cc3ccccc3)nn2)CCCCC1 returned WT yeast gro inh 3, P. falciparum M1AAP 10%, P. falciparum M17LAP 62µM*, TNAP activation fold 1, human PMI inhibitors 9%, human PMI inhibition 8%, Yfh1-off respiration inactive, LYP inhibition -8%, XIAP antagonists -1.7% and WT yeast gro inh mutant strain 7.
`COc1cccc(NC(=O)C2CCC(CNS(=O)(=O)c3cccs3)CC2)c1` (stereo not given) gave WT yeast gro inh 4, P. falciparum M1AAP -2%, P. falciparum M17LAP -3%, TNAP activation fold 1, human PMI inhibitors -6%, human PMI inhibition -7%, Yfh1-off respiration inactive, LYP inhibition -5%, XIAP antagonists -1.9% and WT yeast gro inh mutant strain 8.
Cc1ccc(NNC(N)=S)cc1Cl was read as P. falciparum M1AAP -5%, P. falciparum M17LAP 0%, Yfh1-off respiration inactive and LYP inhibition -4%.
CC1CCN(C(=O)c2ccc(N3C(=O)C4CCC(C)CC4C3=O)cc2)CC1 (stereo not given) was read as P. falciparum M1AAP 5%, P. falciparum M17LAP -5%, Yfh1-off respiration inactive and LYP inhibition -2%.
Screening CN(CCc1ccccn1)C(=O)CCC1CCCN(C(=O)c2c3c(nn2C)CCCC3)C1 (stereo not given) returned WT yeast gro inh -3, P. falciparum M1AAP 2%, P. falciparum M17LAP 12%, TNAP activation fold 1, human PMI inhibitors 4%, human PMI inhibition 3%, Yfh1-off respiration inactive, LYP inhibition -5%, XIAP antagonists -3.7% and WT yeast gro inh mutant strain -12.
Cc1ccc(C(=O)Oc2oc(-c3ccco3)nc2C=Nc2ccc(Cl)cc2)cc1 was read as WT yeast gro inh 1, P. falciparum M1AAP 4%, P. falciparum M17LAP 10%, TNAP activation fold 1, human PMI inhibitors -1%, human PMI inhibition 2%, Yfh1-off respiration inactive, LYP inhibition 3%, XIAP antagonists -1.6% and WT yeast gro inh mutant strain 0.
CCOC(=O)c1cc(-c2ccc(C#N)cc2)nc2c1c(C)nn2CCC#N was read as WT yeast gro inh -5, P. falciparum M1AAP 3%, P. falciparum M17LAP -3%, TNAP activation fold 1, human PMI inhibitors 9%, human PMI inhibition 12%, Yfh1-off respiration inactive, LYP inhibition 1%, XIAP antagonists -5.4% and WT yeast gro inh mutant strain -63.
For CC(=O)N(C(C)=O)c1c(N2CCOCC2)c2ccccc2oc1=O the results were WT yeast gro inh -18, P. falciparum M1AAP 2%, P. falciparum M17LAP 16%, TNAP activation fold 1.1, human PMI inhibitors 7%, human PMI inhibition 14%, Yfh1-off respiration inactive, LYP inhibition -4%, XIAP antagonists 3.6% and WT yeast gro inh mutant strain 4.
For CC(c1nc2ccccc2o1)N1C(=O)c2ccccc2C1=O (stereo not given) the results were WT yeast gro inh -7, P. falciparum M1AAP 79µM*, P. falciparum M17LAP -5%, TNAP activation fold 1.1, human PMI inhibitors 2%, human PMI inhibition 67%*, Yfh1-off respiration inactive, LYP inhibition -7%, XIAP antagonists -11% and WT yeast gro inh mutant strain -12.
`CCOC(=O)N1CCN(c2cc(=O)n(Cc3ccc(F)cc3)c(=O)[nH]2)CC1` gave WT yeast gro inh -11, P. falciparum M1AAP 5%, P. falciparum M17LAP 14%, TNAP activation fold 1.1, human PMI inhibitors 15%, human PMI inhibition 0%, Yfh1-off respiration inactive, LYP inhibition -5%, XIAP antagonists -4.2% and WT yeast gro inh mutant strain -12.
`COc1ccc(C(=O)NC2CCN(C(=S)Nc3cc(C)ccc3C)CC2)cc1` gave WT yeast gro inh -3, P. falciparum M1AAP 11%, P. falciparum M17LAP -9%, TNAP activation fold 1, human PMI inhibitors 6%, human PMI inhibition 5%, Yfh1-off respiration inactive, LYP inhibition -13%, XIAP antagonists 0.1% and WT yeast gro inh mutant strain -10.
COc1cc2c(cc1NS(=O)(=O)N1CCCC1)oc1ccccc12 was read as WT yeast gro inh 17, P. falciparum M1AAP 1%, P. falciparum M17LAP -2%, TNAP activation fold 1, human PMI inhibitors 2%, human PMI inhibition 12%, Yfh1-off respiration inactive, LYP inhibition -4%, XIAP antagonists -5.1% and WT yeast gro inh mutant strain 27.
`O=C(C1CCN(S(=O)(=O)c2ccc3c(c2)OCCO3)CC1)N1CCc2ccccc21` gave WT yeast gro inh 10, P. falciparum M1AAP -1%, P. falciparum M17LAP 11%, TNAP activation fold 1, human PMI inhibitors 5%, human PMI inhibition 2%, Yfh1-off respiration inactive, LYP inhibition -3%, XIAP antagonists -5.4% and WT yeast gro inh mutant strain -14.
Cc1ccc(S(=O)(=O)NCCC(C)C)cc1[N+](=O)[O-] was read as WT yeast gro inh 6, P. falciparum M1AAP 4%, P. falciparum M17LAP 7%, TNAP activation fold 1.1, human PMI inhibitors -3%, human PMI inhibition -5%, Yfh1-off respiration inactive, LYP inhibition -5%, XIAP antagonists 6.3% and WT yeast gro inh mutant strain 2.
CCO[C@@H]1OC(C(=O)N2CCN(Cc3ccc4c(c3)OCO4)CC2)=C[C@H](C2CC2)[C@H]1CCCO was read as WT yeast gro inh -3, P. falciparum M1AAP -11%, P. falciparum M17LAP -5%, TNAP activation fold 1.1, human PMI inhibitors -1%, human PMI inhibition 3%, Yfh1-off respiration inactive, LYP inhibition -8%, XIAP antagonists 4.0% and WT yeast gro inh mutant strain -1.
For CC(C)n1c(CSCc2ccc(Cl)cc2Cl)n[nH]c1=S the results were WT yeast gro inh 65*, P. falciparum M1AAP 0%, P. falciparum M17LAP -4%, TNAP activation fold 2, human PMI inhibitors 3%, human PMI inhibition 10%, Yfh1-off respiration inactive, LYP inhibition -1%, XIAP antagonists -3.6% and WT yeast gro inh mutant strain 54*.
O=S(=O)(NC1CCCCC1)c1ccc(S(=O)(=O)N2CCN3CCCC3C2)cc1 (stereo not given) was read as WT yeast gro inh -13, P. falciparum M1AAP 6%, P. falciparum M17LAP 9%, TNAP activation fold 1.1, human PMI inhibitors -1%, human PMI inhibition -2%, Yfh1-off respiration inactive, LYP inhibition -9%, XIAP antagonists -0.9% and WT yeast gro inh mutant strain -26.
Screening COC(=O)c1ccc(N=Nc2ccccc2)cc1 returned WT yeast gro inh 8, P. falciparum M1AAP 1%, P. falciparum M17LAP -7%, TNAP activation fold 0.9, human PMI inhibitors 12%, human PMI inhibition 7%, Yfh1-off respiration inactive, LYP inhibition 6%, XIAP antagonists 3.9% and WT yeast gro inh mutant strain 28.
`COc1ccc(N2CCN(C(=O)COc3ccc4ccccc4c3)CC2)cc1` gave WT yeast gro inh 7, P. falciparum M1AAP -2%, P. falciparum M17LAP -6%, TNAP activation fold 1.1, human PMI inhibitors 6%, human PMI inhibition 9%, Yfh1-off respiration inactive, LYP inhibition 3%, XIAP antagonists -2.8% and WT yeast gro inh mutant strain 6.
Screening COc1ccc(C(=O)Oc2cccc3cccnc23)cc1[N+](=O)[O-] returned WT yeast gro inh 17, TNAP activation fold 1.1, human PMI inhibitors 52%*, human PMI inhibition 23%, Yfh1-off respiration inactive, LYP inhibition -6%, XIAP antagonists -4.3% and WT yeast gro inh mutant strain -11.
Screening CC(C)(C)C(=O)O/N=C(\N)c1ccc(Oc2cc(Cl)cc(Cl)c2)c([N+](=O)[O-])c1 returned P. falciparum M1AAP 2%, P. falciparum M17LAP -4%, Yfh1-off respiration inactive and LYP inhibition 1%.
`CCOC(=O)c1sc(NC(=O)c2ccccc2F)c(C(N)=O)c1C` gave WT yeast gro inh -6, P. falciparum M1AAP 3%, P. falciparum M17LAP -6%, TNAP activation fold 1.1, human PMI inhibitors 57%*, human PMI inhibition 18%, Yfh1-off respiration inactive, LYP inhibition -2%, XIAP antagonists -12% and WT yeast gro inh mutant strain 10.
`COC(=O)c1ccc(CSc2nnc(Nc3ccccc3OC)s2)o1` gave WT yeast gro inh 19, P. falciparum M1AAP 4%, P. falciparum M17LAP 15%, TNAP activation fold 1.1, human PMI inhibitors 4%, human PMI inhibition 8%, Yfh1-off respiration inactive, LYP inhibition -9%, XIAP antagonists -2.3% and WT yeast gro inh mutant strain 1.
Cc1ccnc(NS(=O)(=O)c2cc(C(F)(F)F)ccc2Cl)c1 was read as P. falciparum M1AAP -6%, P. falciparum M17LAP 2%, Yfh1-off respiration inactive and LYP inhibition -9%.
`CC(C)CCNCC(O)CON=C1c2ccccc2-c2ccccc21` (stereo not given) gave WT yeast gro inh 41, P. falciparum M1AAP 9%, P. falciparum M17LAP 5%, TNAP activation fold 1, human PMI inhibitors 4%, human PMI inhibition 3%, Yfh1-off respiration inactive, LYP inhibition 4%, XIAP antagonists -6.0% and WT yeast gro inh mutant strain 40.
CN(C)Cc1nc2ccccc2c(=O)n1CC#N was read as WT yeast gro inh 3, P. falciparum M1AAP 2%, P. falciparum M17LAP -5%, TNAP activation fold 1, human PMI inhibitors 7%, human PMI inhibition 7%, Yfh1-off respiration inactive, LYP inhibition -7%, XIAP antagonists -7.3% and WT yeast gro inh mutant strain -7.
`O=C(C1=NN[C@@H]2C(=O)N(c3cccc(C(F)(F)F)c3)C(=O)[C@H]12)C(c1ccccc1)c1ccccc1` gave WT yeast gro inh 9, P. falciparum M1AAP 2%, P. falciparum M17LAP 5%, TNAP activation fold 0.9, human PMI inhibitors 16%, human PMI inhibition 20%, Yfh1-off respiration inactive, LYP inhibition 9%, XIAP antagonists -0.8% and WT yeast gro inh mutant strain 3.

Reprinted from the entries so far, 4 compounds:
Screening COc1ccc(C(=O)Oc2cccc3cccnc23)cc1[N+](=O)[O-] returned WT yeast gro inh 17, TNAP activation fold 1.1, human PMI inhibitors 52%*, human PMI inhibition 23%, Yfh1-off respiration inactive, LYP inhibition -6%, XIAP antagonists -4.3% and WT yeast gro inh mutant strain -11.
Screening CC(C)(C)C(=O)O/N=C(\N)c1ccc(Oc2cc(Cl)cc(Cl)c2)c([N+](=O)[O-])c1 returned P. falciparum M1AAP 2%, P. falciparum M17LAP -4%, Yfh1-off respiration inactive and LYP inhibition 1%.
`CCOC(=O)c1sc(NC(=O)c2ccccc2F)c(C(N)=O)c1C` gave WT yeast gro inh -6, P. falciparum M1AAP 3%, P. falciparum M17LAP -6%, TNAP activation fold 1.1, human PMI inhibitors 57%*, human PMI inhibition 18%, Yfh1-off respiration inactive, LYP inhibition -2%, XIAP antagonists -12% and WT yeast gro inh mutant strain 10.
`COC(=O)c1ccc(CSc2nnc(Nc3ccccc3OC)s2)o1` gave WT yeast gro inh 19, P. falciparum M1AAP 4%, P. falciparum M17LAP 15%, TNAP activation fold 1.1, human PMI inhibitors 4%, human PMI inhibition 8%, Yfh1-off respiration inactive, LYP inhibition -9%, XIAP antagonists -2.3% and WT yeast gro inh mutant strain 1.
